# Assay outcomes deposited in PubChem by Sanford-Burnham Center for Chemical Genomics.
# A3A deaminase: APOBEC3A ssDNA deaminase inhibitors, primary screen, selectivity assay for APOBEC3G inhibitor project, biochemical, FAM/TAMRA oligo cleavage fluorescence; DNA dC->dU-editing enzyme APOBEC-3A (Homo sapiens), P31941; recombinant A3A, FAM/TAMRA ssDNA deamination fluorescence; inhibition, % at 20 µM; hit rate 0.41% among 330,000; AID 493011, 2011;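 active = at least 40% inhibition at 20 µM here, with at most 30% in a related deaminase screen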;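 also: plate controls were A3A with DMSO for no effect and wells lacking A3A enzyme for full effect; some results filed as inactive read as strong as hits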
# A3G deaminase: APOBEC3G DNA deaminase inhibitors, primary screen, biochemical, fluorescence, single-stranded DNA substrate, uHTS. recombinant A3G, ssDNA deamination FAM/TAMRA fluorescence. inhibition, % at 20 µM. hit rate 0.28% among 330,000. DNA dC->dU-editing enzyme APOBEC-3G (Homo sapiens), Q9HC16;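 active = inhibition of at least 40% at 20 µM, with no more than 30% in the related APOBEC3A deaminase screen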;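 also: plate controls were DMSO wells with A3G for no effect and wells lacking A3G enzyme for full effect; some compounds called inactive have numbers as strong as hits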
# Target sequence (Q9HC16 whole entry, looked up): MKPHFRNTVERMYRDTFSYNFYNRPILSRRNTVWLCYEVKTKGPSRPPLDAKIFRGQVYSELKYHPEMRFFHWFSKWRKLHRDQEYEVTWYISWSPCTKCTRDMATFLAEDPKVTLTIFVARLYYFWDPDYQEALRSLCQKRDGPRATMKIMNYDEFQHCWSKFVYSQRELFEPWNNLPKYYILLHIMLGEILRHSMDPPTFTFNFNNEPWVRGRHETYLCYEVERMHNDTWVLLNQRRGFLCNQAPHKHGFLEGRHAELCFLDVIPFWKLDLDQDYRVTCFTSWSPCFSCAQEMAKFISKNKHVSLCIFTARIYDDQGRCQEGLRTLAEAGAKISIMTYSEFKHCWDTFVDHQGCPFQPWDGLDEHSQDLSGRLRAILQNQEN
# tim10-1 inh: growth inhibitors of tim10-1 mutant yeast, primary screen, luminescence, uHTS; S. cerevisiae tim10-1 ts strain growth, BacTiter-Glo, 24 h; inhibition, % at 20 µM; hit rate 2.2% among 330,000; AID 463190, 2010;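 active = inhibition of at least 40%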;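 also: mutant grown at 25 °C; 0% = DMSO wells with yeast and 100% = wells holding no yeast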
# mIAP block: inhibitors of mouse IAP, primary screen, biochemical, luminescence, uHTS. intestinal alkaline phosphatase [Mus musculus]. purified mouse IAP, CDP-Star luminescence, 30 min. inhibition, % at 10 µM. hit rate 0.2% among 330,000;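 active = inhibition of at least 40% at 10 µM in the primary screen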;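 also: plate controls were DMSO with enzyme for no effect and no enzyme wells for full effect; values of inactives mirror those of a sister screen read the other way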
# beta cell repl: inducers of MIN6 beta-cell proliferation, primary screen, ATP luminescence, uHTS | proliferation, % at 10 µM | MIN6 cells proliferation, ATPlite luminescence, 48 h; cells starved in 0.2% serum; 100% = growth in 10% serum | hit rate 0.29% among 330,000 | AID 2380, 2010;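 active = compounds whose signal lies at least 3.5 SD above the mean of all wells on their plate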;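 also: 0% = DMSO-treated cells in low-serum medium and 100% = 10% serum control; some compounds called inactive have numbers as strong as hits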
# hIAP block: human IAP inhibitors, primary screen, biochemical, luminescence, uHTS | inhibition, % at 10 µM | hit rate 0.12% among 330,000 | purified IAP, CDP-Star luminescence, 30 min | Intestinal-type alkaline phosphatase (Homo sapiens), P09923;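 active = inhibition reaching a set limit with compound at 10 µM in the primary screen, cut at about 35% in these data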;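 also: plate controls were DMSO wells with enzyme for no effect and no-enzyme buffer wells for full effect; values of inactives mirror those of a sister screen read the other way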
# Target sequence (P09923 whole entry, looked up): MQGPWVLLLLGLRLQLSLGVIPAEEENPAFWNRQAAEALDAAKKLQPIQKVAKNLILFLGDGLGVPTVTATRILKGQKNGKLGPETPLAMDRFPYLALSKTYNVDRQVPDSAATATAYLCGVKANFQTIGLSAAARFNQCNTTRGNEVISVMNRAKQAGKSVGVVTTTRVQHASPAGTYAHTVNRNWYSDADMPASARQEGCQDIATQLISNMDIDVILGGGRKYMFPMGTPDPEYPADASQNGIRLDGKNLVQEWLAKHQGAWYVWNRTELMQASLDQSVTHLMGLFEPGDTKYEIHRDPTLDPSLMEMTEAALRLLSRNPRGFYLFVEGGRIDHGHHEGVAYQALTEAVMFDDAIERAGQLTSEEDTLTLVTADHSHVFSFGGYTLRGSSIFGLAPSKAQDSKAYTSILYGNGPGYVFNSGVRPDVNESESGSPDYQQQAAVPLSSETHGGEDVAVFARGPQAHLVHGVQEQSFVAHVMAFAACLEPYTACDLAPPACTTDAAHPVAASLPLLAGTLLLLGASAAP
# TIM10 inh: growth inhibitors of isogenic TIM10 control yeast, primary screen, counter-screen for tim10-1 yeast inhibitor project, luminescence, uHTS; S. cerevisiae TIM10 strain growth, BacTiter-Glo luminescence, 24 h; inhibition, % at 10 µM; hit rate 1.4% among 330,000;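 active = inhibition of 40% or more at the single tested concentration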;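 also: wild-type TIM10 isogenic control strain grown at permissive 25 °C; 0% = DMSO yeast wells and 100% = minimal medium wells without yeast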
# NALP3 yeast inh: NALP3 inflammasome inhibitors in reconstituted yeast, primary screen, luminescence, uHTS. Yeast reconstituted NLRP3/ASC/caspase-1, beta-gal luminescence, 24 h. inhibition, % at 10 µM. hit rate 0.39% among 330,000. AID 2825, 2010;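 active = inhibition of 50% or more; inactive = inhibition below 50%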;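 also: plate controls were induced DMSO wells for no effect and uninduced yeast grown without galactose for full effect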
# mIAP act: activators of mouse IAP, primary screen, biochemical, luminescence, uHTS. intestinal alkaline phosphatase [Mus musculus]. muIAP, CDP-Star luminescence, 30 min; active compounds read high; 1 = vehicle-only enzyme signal, 0 = enzyme-free wells. activation factor at 10 µM. hit rate 0.24% among 330,000;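 active = activation factor of at least 2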; also: the source names both 10 and 20 µM as test concentration; values of inactives mirror those of a sister screen read the other way
#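 Assay system: mouse IAP enzyme / Compound: DMSO-dissolved test compounds / Timing: 30 min, room temperature / Measured by: luminescence from enzymatic CDP-Star hydrolysis / Control set: DMSO-only wells, enzyme-free buffer wells as negative control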
# Numbers without * were called inactive. Random draw from the library; about 4.6% have a hit in one of these screens.
SMILES,A3A deaminase,A3G deaminase,tim10-1 inh,mIAP block,beta cell repl,hIAP block,TIM10 inh,NALP3 yeast inh,mIAP act
O=C(NCCS(=O)(=O)N1CCCCC1)c1ccc2c(c1)OCO2,-1,-6,-15,0,-3,-20,-3,13,1
CCC(=O)Nc1cccc(-c2nnc(SCC(=O)NCc3ccco3)n2C)c1,46*,21,6,2,-1,4,1,-2,0.98
O=C(C1CC1)N(CCc1ccccc1)Cc1nc2ccccc2c(=O)[nH]1,0,1,28,2,-1,5,13,5,0.98
O=c1[nH]c(-c2ccco2)nc2sc3c(c12)CCCC3,1,-3,32,19,-2,11,28,4,0.81
CCN(CC)c1ccc(/C=N/NC(=O)CNC(=O)/C=C/c2ccco2)cc1,-5,-10,2,3,-1,-7,-15,20,0.97
CCN(C[C@H]1N[C@@](C)(C(=O)OC)[C@H]2C(=O)N(C)C(=O)[C@@H]12)S(=O)(=O)c1ccc(OC(F)(F)F)cc1,-5,-7,6,-3,2,16,1,-2,1
COc1ccc(Oc2cn[nH]c2-c2ccc(OCC(=O)NN)cc2O)cc1,2,-1,21,-6,0,-78,-3,8,1.1
Cc1onc(-c2c(F)cccc2Cl)c1C(=O)O/N=C(\N)c1ccc([N+](=O)[O-])o1,1,-11,9,0,-6,13,20,2,1
COc1cc([C@@H]2[C@H]3CN(C)CC=C3C(C#N)=C(N)C2(C#N)C#N)cc2c1OCO2,-1,-6,4,-2,1,7,10,-3,1
COc1ccccc1NC(=O)C(C)OC(=O)c1cccc(-n2cnnn2)c1 (stereo not drawn),-2,-7,-12,1,-4,-15,-7,9,0.99
S=C1NC[C@H](Cc2ccccc2)N1CCCCC1CCCCC1,3,-5,4,18,-9,-3,-2,28,0.82
COC(=O)Nc1ccc(Oc2ccccc2)cc1,2,-4,29,-2,-3,-9,16,36,1
O=C(NCc1cccc(C(F)(F)F)c1)C1CC(c2ccccc2[N+](=O)[O-])=NO1 (stereo not drawn),-4,-2,15,4,-3,-4,14,29,0.96
CC(=O)Nc1c2c(nn1-c1ccc(Cl)cc1)CSC2,-3,-3,2,1,-2,22,-7,9,0.99
O=C(NC(=S)Nc1ccccc1O)c1cncc(Br)c1,-4,-5,26,30,-1,2,24,8,0.7
CC1=C(C#N)C(c2ccc(O)cc2)C2=C(CC(C)(C)CC2=O)N1 (stereo not drawn),3,1,11,-5,-4,3,5,3,1.1
CN(CC(=O)NCCc1ccc(S(N)(=O)=O)cc1)S(=O)(=O)c1ccc(Br)s1,2,-8,-20,11,0,0,-4,8,0.89
CC1CC(C)CN(CCCNC(=O)C2CCN(c3nnc(-n4cccc4)s3)CC2)C1 (stereo not drawn),2,-3,-7,1,-5,13,10,4,0.99
CCN(CC(=O)NCc1ccc(Cl)cc1)C(=O)NCc1ccc(Cl)cc1,-4,-1,17,-8,-4,-5,4,-1,1.1
C#CCOCCOCCOCCNc1nc(N2CCN(C(=O)C([C@@H](C)CC)n3cc(C(N)COC(=O)C(F)(F)F)nn3)CC2)nc(N2CCN(C(=O)[C@H](CCC(=O)O)n3cc(C(N)CC(C)C)nn3)CC2)n1 (stereo partly drawn),-5,-6,8,-5,-1,9,4,16,1.1
COc1ccc(C2CC(c3ccc(F)cc3)Nc3nc(N)nn32)cc1OC (stereo not drawn),1,-6,-7,-3,-2,8,2,7,1
O=C(Nc1nc(-c2ccccc2)c(-c2ccccc2)o1)c1ccc(F)cc1,1,0,33,4,-4,11,35,-39,0.96
Cc1nn2c3c(cnc2c1-c1ccccc1)C(=O)CC(c1ccco1)C3 (stereo not drawn),0,-1,10,-2,-4,-7,3,27,1
CCCCCCCc1c(C)nc(N2CCOCC2)[nH]c1=O,0,-3,22,7,-2,11,17,10,0.93
CC(=O)Nc1ccc(-c2cc(-c3ccc(NC(C)=O)cc3)nc(-c3ccccc3)n2)cc1,-2,-4,16,-7,-1,22,2,6,1.1

# 2 entries from above, tab-delimited:
smiles	A3A deaminase	A3G deaminase	tim10-1 inh	mIAP block	beta cell repl	hIAP block	TIM10 inh	NALP3 yeast inh	mIAP act
COc1cc([C@@H]2[C@H]3CN(C)CC=C3C(C#N)=C(N)C2(C#N)C#N)cc2c1OCO2	-1	-6	4	-2	1	7	10	-3	1
O=C(NCc1cccc(C(F)(F)F)c1)C1CC(c2ccccc2[N+](=O)[O-])=NO1 (stereo not drawn)	-4	-2	15	4	-3	-4	14	29	0.96

# Single entries from the entries so far.
# Value for S=C1NC[C@H](Cc2ccccc2)N1CCCCC1CCCCC1 under mIAP block: 18
# Value for CC1CC(C)CN(CCCNC(=O)C2CCN(c3nnc(-n4cccc4)s3)CC2)C1 (stereo not drawn) under hIAP block: 13
# Value for O=C(NCc1cccc(C(F)(F)F)c1)C1CC(c2ccccc2[N+](=O)[O-])=NO1 (stereo not drawn) under mIAP act: 0.96

# The list goes on.
SMILES,A3A deaminase,A3G deaminase,tim10-1 inh,mIAP block,beta cell repl,hIAP block,TIM10 inh,NALP3 yeast inh,mIAP act
Oc1c(Br)cc(/C=N/NC(=S)NCc2ccco2)cc1Br,-4,-12,23,20,-1,-2,20,23,0.81
CCOC(=O)CN1C(=O)CC(c2ccccc2)C1=O (stereo not drawn),-7,-10,6,-5,-3,-1,-9,3,1
O=C(Nc1cnn(C23CC4CC(CC(C4)C2)C3)c1)c1cnn2cccnc12,2,-2,11,18,-2,12,25,2,0.82
COc1cccc(-c2nc(CCl)cs2)c1OC,-1,-6,4,5,2,9,3,23,0.95
O=C(OC1CCOC1=O)c1cc(-c2cccc(Br)c2)nc2ccccc12 (stereo not drawn),0,-5,31,3,0,4,9,17,0.97
CC(=O)c1ccc(N2CCN(C(=O)Cc3n[nH]c(=O)c4ccccc34)CC2)cc1,-4,-4,17,-7,-3,10,-6,4,1.1
CS(=O)(=O)N1CCN(c2ccccc2NC(=S)NC(=O)c2ccccc2[N+](=O)[O-])CC1,1,-6,-1,9,-2,1,13,21,0.91
C[C@@]12CCC=C[C@H]1[C@H](c1ccoc1)N(Cc1ccccc1)C2=O,0,0,29,-4,2,3,11,4,1
Cc1cc(C)nc(N2CCN(C(=O)CCC(=O)Nc3nnc(C(C)C)s3)CC2)n1,-1,-4,16,-1,-4,2,8,18,1
O=C1C(=O)N(CC2COc3ccccc3O2)c2ccccc21 (stereo not drawn),-4,-11,22,5,-6,13,17,19,0.95
CCc1nnc2n1N=C(c1ccc(Br)cc1)CS2,-5,-8,11,1,-3,-4,13,4,0.99
O=C1c2cccnc2C(=O)N1CO,-5,-7,16,-4,0,-3,-3,18,1
O=C(OCc1c(F)cccc1Cl)c1cccnc1Cl,-1,-4,-5,-11,0,9,-7,5,1.1
c1ccc(CCNc2ncnc3c2cnn3-c2ccccc2)cc1,-4,-6,18,-24,-4,9,9,32,1.2
CCCCNC(=O)CSc1nc(O)cc(=O)n1C1CCCC1,-1,-5,10,12,-2,-1,2,-11,0.88
Cc1ccc(-c2nn(-c3ccccc3)c3[nH]c(=O)c(CNCc4ccccc4)cc23)cc1,1,-3,52*,8,-4,3,43*,25,0.92
COc1cc2nc(-c3cccs3)oc(=O)c2cc1OC,-3,-5,-9,11,-2,16,7,13,0.89
Oc1ccccc1/C=N/n1c(-c2ccccc2)n[nH]c1=S,-7,27,17,3,-1,-1,32,11,0.97
CCOC(=O)C1NN=C(C(=O)c2ccc(C)cc2)C1c1ccc(C)cc1 (stereo not drawn),0,1,24,-1,1,3,12,15,1
O=C(O)c1ccc(NS(=O)(=O)c2ccc(Cl)cc2)cc1,-3,-9,3,19,-2,10,-4,4,0.81
Cc1ccc(NS(=O)(=O)c2sc3ccc(Cl)cc3c2C)cc1,-1,-4,31,7,-4,-2,-17,9,0.93
Cc1cc(C(=O)Cn2cc(C(F)(F)F)ccc2=O)c(C)n1CC1CCCO1 (stereo not drawn),-3,3,8,-2,-3,-14,12,23,1
O=C(c1cccc(F)c1)N1CCC(c2nc3ccccc3s2)CC1,-3,2,16,-2,-3,7,9,-18,1
O=C(CNC(=O)c1nc[nH]c1C(=O)N1CCNCC1)OCc1ccccc1,-3,-7,3,1,1,-6,0,13,0.99
CCN1CCCC1CNC1=NCCCCC1 (stereo not drawn),-5,-5,-1,3,0,7,-10,6,0.97
# Next entries follow:
SMILES,A3A deaminase,A3G deaminase,tim10-1 inh,mIAP block,beta cell repl,hIAP block,TIM10 inh,NALP3 yeast inh,mIAP act
CN(C)S(=O)(=O)c1ccc(NC(=O)CN2CCCc3ccccc32)cc1,-7,-12,10,-12,-3,5,14,-17,1.1
CCOC(=O)CSc1nc2nc(C)cc(C)n2n1,2,-3,-7,-8,-1,-6,6,2,1.1
Cc1cc(S(N)(=O)=O)c(N)c(S(N)(=O)=O)c1,-1,-6,17,8,-2,-2,12,3,0.92
COc1ccc(CC(=O)N2CCN(S(=O)(=O)c3cc(Cl)ccc3Cl)CC2)cc1,-3,-10,4,4,4,13,0,19,0.96
CS(=O)(=O)c1ccc(-c2csc(-c3cccnc3)n2)cc1,5,6,22,-6,9.8*,4,-7,14,1.1
CCC1C2CN(C(C)=O)CC=C2C(C#N)=C(N)C1(C#N)C#N (stereo not drawn),-4,-7,5,4,6,18,-7,0,0.96
Cc1ccc(NC(=O)c2ccco2)c(NC(=O)CN2C(=O)c3ccccc3C2=O)c1,-5,-2,7,-5,1,1,0,5,1.1
N#CCCn1cc(/C=N/O)c(-c2cccc([N+](=O)[O-])c2)n1,1,-1,8,-7,6,7,2,2,1.1

# Full records, looked up by structure.
# Results for `CC(=O)Nc1c2c(nn1-c1ccc(Cl)cc1)CSC2` = A3A deaminase: -3; A3G deaminase: -3; tim10-1 inh: 2; mIAP block: 1; beta cell repl: -2; hIAP block: 22; TIM10 inh: -7; NALP3 yeast inh: 9; mIAP act: 0.99
# Results for `CCN(CC(=O)NCc1ccc(Cl)cc1)C(=O)NCc1ccc(Cl)cc1` = A3A deaminase: -4; A3G deaminase: -1; tim10-1 inh: 17; mIAP block: -8; beta cell repl: -4; hIAP block: -5; TIM10 inh: 4; NALP3 yeast inh: -1; mIAP act: 1.1
# Results for `O=C(O)c1ccc(NS(=O)(=O)c2ccc(Cl)cc2)cc1` = A3A deaminase: -3; A3G deaminase: -9; tim10-1 inh: 3; mIAP block: 19; beta cell repl: -2; hIAP block: 10; TIM10 inh: -4; NALP3 yeast inh: 4; mIAP act: 0.81
